G6PDH counter – counter-screen for G6PDH assay hits: L. mesenteroides G6PDH inhibition. AID 1020. Purified L. mesenteroides G6PDH, diaphorase/resazurin coupled fluorescence, 45 min. inhibition, % at 5 µM. actives 0.12% (n = 200,000); in the data active means inhibition above about 50%
FLuc stim CS – affects firefly luciferase, flagging false hits in luciferase stimulation screens; P08659; ATPlite luciferase biochemical, luminescence, 10 min; 0 = ATP-free wells, 1 = DMSO control; activation factor at 10 µM; 200,000 tested, under 10 active;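 active means luciferase activation factor, scaled between plate controls, of at least 2 with compound at 10 µM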
Target sequence (P08659 whole entry, looked up): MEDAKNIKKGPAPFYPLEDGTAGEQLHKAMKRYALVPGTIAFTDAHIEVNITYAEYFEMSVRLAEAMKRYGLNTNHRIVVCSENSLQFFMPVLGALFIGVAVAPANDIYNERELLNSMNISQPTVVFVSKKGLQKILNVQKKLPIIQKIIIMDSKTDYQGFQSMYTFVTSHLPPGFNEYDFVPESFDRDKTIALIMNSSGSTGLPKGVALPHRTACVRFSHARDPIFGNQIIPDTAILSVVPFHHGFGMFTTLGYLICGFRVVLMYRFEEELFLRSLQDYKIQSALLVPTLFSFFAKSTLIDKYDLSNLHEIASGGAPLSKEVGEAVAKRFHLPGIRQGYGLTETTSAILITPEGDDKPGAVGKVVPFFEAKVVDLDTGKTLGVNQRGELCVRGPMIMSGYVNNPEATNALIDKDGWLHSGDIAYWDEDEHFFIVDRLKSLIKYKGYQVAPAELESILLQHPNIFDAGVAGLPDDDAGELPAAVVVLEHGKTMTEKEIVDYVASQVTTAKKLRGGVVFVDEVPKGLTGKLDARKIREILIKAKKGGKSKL
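System: cell-free luciferase reagent; medium: PBS as buffer for the ATP substrate; doses: test compounds dosed from 2 mM stocks in 100% DMSO; incubation: 10 min, room temperature; measured by: luminescence from luciferase reaction; read-out: luciferase activation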
APP 5UTR inh – APP translation inhibition. SH-SY5Y APP 5'UTR-luciferase reporter, luminescence. inhibition, % at 2 µM. actives 0.82% (n = 190,000);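 active means inhibition above a set limit, derived from the sample mean plus 3 SD, cut at about 45% in these data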; further: values of inactives mirror those of a sister screen read the other way
HMGR II inh – blocks class II HMG-CoA reductase of Enterococcus faecalis. purified E. faecalis HMGR, NADPH absorbance 340 nm kinetic. inhibition, % at 10 µM. actives 0.41% (n = 190,000). AID 1066;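 active means inhibition above a set limit, the median over all tested compounds plus 3 SD, cut at about 9.5% in these data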;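 further: enzyme runs in reverse so mevalonate oxidation gives rising NADPH absorbance; 0% = complete reaction with DMSO and 100% = background rate lacking mevalonate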
Hsp70 act – Hsp70 transcriptional activation, primary screen; actives 0.04% (n = 200,000); HeLa Hsp70 promoter luciferase reporter, luminescence; scaled: vehicle 0, proteasome-inhibitor control 100%; activation, % at 10 µM;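 active means activation above the mean across all tested compounds plus 3 SD, cutoff set per campaign, cut at about 5.5% in these data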;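 further: 100% = MG132 at 30 µM as the positive control and 0% = DMSO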
APP 5'UTR act – activates APP 5'UTR luciferase reporter | SH-SY5Y APP 5'UTR luciferase reporter, luminescence; zero percent = DMSO vehicle wells | activation, % at 2 µM | actives 1% (n = 190,000);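 active means activation above a set limit, based on mean plus 3 SD of controls, cut at about 140% in these data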; further: values of inactives mirror those of a sister screen read the other way
NF-kB neuron act – compounds increasing NF-kB expression in human neuronal cells | NF-kB reporter expression; stronger effect = higher value | fold change at 12.5 µM | actives 1.6% (n = 190,000); in the data active means fold change above about 3.3
FLuc inhib CS – Photinus pyralis luciferase inhibition counter-screen | ATPLite firefly luciferase biochemical luminescence, 10 min | inhibition, % at 10 µM | actives 1.5% (n = 200,000) | AID 1006;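 active means inhibition above about 50% when tested at 10 µM, limit read from the data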
Redox H2O2 prof – compounds producing H2O2 with reducing agent – biochemical, NIH compound library profiling, artefact control for MLSCN library redox annotation, primary screen; DTT-dependent redox cycling H2O2, phenol red/HRP absorbance; 100% = 100 µM peroxide control, 0% = buffer; activation, % at 10 µM; actives 0.03% (n = 200,000); AID 878;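 active means activation of at least 50% relative to the plate's high and low controls in the primary single-dose screen; inactive means activation below 50%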;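 further: compound incubated with DTT at 0.8 mM final as the reducing agent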
STAT1 act – increases IFN-gamma driven STAT1 reporter signal | NIH 3T3 STAT1-luciferase reporter, luminescence; 100% = IFN-gamma alone, no compound | activation (% of control), % at 5.5 µM | actives 2.6% (n = 200,000);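 active means activation above the screen-wide mean activation plus 3 SD, cut at about 130% in these data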;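 further: raw ratio to IFN-gamma control signal so 100% means no change and 0% no light; values of inactives mirror those of a sister screen read the other way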
Starred values were filed as active, the others as inactive; / = not tested or not shown.

item	canonical_smiles	G6PDH counter	FLuc stim CS	APP 5UTR inh	HMGR II inh	Hsp70 act
1	O=C(NC1CCCCC1)C(c1cccnc1)N(C(=O)c1ccc(Cl)nc1)C1CCCCC1 (configuration not stated)	1	0.9	25	1	-0.4
2	CCN(C(=O)c1cccc(Br)c1)c1ccccc1	6	1	-3	3	-0.3
3	CCc1ccc(C(=O)COC(=O)c2cc([N+](=O)[O-])ccc2NCCO)cc1	7	1.1	-31	9	-0.1
4	CCOc1cc(N2CCOCC2)c(OCC)cc1NC(=S)NCCCOC	6	1	0	-5	0.1
5	COc1ccc(-c2cc(C(=O)N3CCN(c4ccccn4)CC3)c3ccccc3n2)cc1	4	0.2	-69	-2	-0.1
6	O=C(CCNC(=O)c1ccccc1)N/N=C/c1ccc([N+](=O)[O-])cc1	-1	1	-14	-3	-0.4
7	Cc1ccc(/C=C(\C#N)C(=O)NCCN2CCOCC2)cc1	8	1	-7	-3	-0.4
8	Cc1cc(/C=C2/NC(=S)NC2=O)c(C)n1-c1cccnc1	10	0.3	1	0	0.1
9	COc1ccc(NC(=O)N2CCC(c3nc4ccccc4[nH]3)CC2)cc1	5	1	-22	-5	-0.4
10	CNC(=O)c1c(O)c2cccc3c2n(c1=O)CC3	/	/	-3	/	0.0
11	CCOC(=O)c1cnc2nc(C)nn2c1N	6	1	-8	-2	-0.1
12	COc1ccc(CC2CCOC2=O)cc1 (configuration not stated)	6	1	4	-4	-0.2

item	APP 5'UTR act	NF-kB neuron act	FLuc inhib CS	Redox H2O2 prof	STAT1 act
1	-25	1	7	-1.5	98
2	3	1.1	-5	-0.1	107
3	31	0.79	-8	-0.4	96
4	0	1.3	-1	-1.1	105
5	69	1	80*	-1.1	108
6	14	1	-2	8.6	99
7	7	1	-2	0.3	103
8	-1	1.6	71*	-1.2	127
9	21	0.8	0	-1.1	94
10	3	/	/	-0.2	107
11	8	1.2	-3	0.1	102
12	-4	1	-5	-0.6	99

Part of the list above in order of molar mass, highest first.
item	canonical_smiles	G6PDH counter	FLuc stim CS	APP 5UTR inh	HMGR II inh	Hsp70 act
6	O=C(CCNC(=O)c1ccccc1)N/N=C/c1ccc([N+](=O)[O-])cc1	-1	1	-14	-3	-0.4
7	Cc1ccc(/C=C(\C#N)C(=O)NCCN2CCOCC2)cc1	8	1	-7	-3	-0.4
10	CNC(=O)c1c(O)c2cccc3c2n(c1=O)CC3	/	/	-3	/	0.0

item	APP 5'UTR act	NF-kB neuron act	FLuc inhib CS	Redox H2O2 prof	STAT1 act
6	14	1	-2	8.6	99
7	7	1	-2	0.3	103
10	3	/	/	-0.2	107

Additional entries follow.
item	canonical_smiles	G6PDH counter	FLuc stim CS	APP 5UTR inh	HMGR II inh	Hsp70 act
13	O=C(CN1CCN(Cc2ccc3c(c2)OCO3)CC1)Nc1cc(S(=O)(=O)N2CCCC2)ccc1Cl	-2	1.1	-4	-1	-0.1
14	O=C1C=C(Nc2ccc(Cl)cc2)CC(c2ccco2)C1 (configuration not stated)	1	1	-12	-1	0.1
15	c1coc(-c2ccnc3nc(-n4cccc4)nn23)c1	-7	1	11	-1	0.2
16	Cc1ccc(-c2nn(-c3ccccc3)cc2/C=C/C(=O)Nc2cccc(S(N)(=O)=O)c2)cc1	4	1.1	-5	-1	-0.3
17	COc1ccc(OC)c(NC(=O)C2CCCN(S(=O)(=O)c3cccc4nonc34)C2)c1 (configuration not stated)	2	1	12	3	-0.1
18	Cn1cnnc1SCC(=O)c1ccc2c(c1)OCCO2	0	1	-17	-3	-0.4
19	CC(=O)Nc1cc(C(C)C)c(O)c(C(C)C)c1	14	1.1	10	-7	-0.5
20	CCOc1ccc(CN2CCNC(=O)C2CC(=O)OC)cc1 (configuration not stated)	3	1	-11	-10	0.0
21	O=C1C(Nc2ccccc2)=C2CCCC=C2N1c1ccccc1	17	1	-25	0	0.3
22	COc1ccc(S(=O)(=O)NCc2ccc3c(c2)OCO3)cc1C(=O)O	-14	1.1	16	-2	-0.3
23	COc1ccc(N2CCN(C(=O)c3ccncc3)CC2)cc1	6	1	2	-3	-0.4
24	C#CCOCCOCCOCCNc1nc(N2CCN(C(=O)[C@H](CCCCN)n3cc([C@@H](N)CC(C)C)nn3)CC2)nc(N2CCN(C(=O)[C@H](CCCCN)n3cc([C@@H](N)CC(C)C)nn3)CC2)n1	2	1	-17	-5	0.5

item	APP 5'UTR act	NF-kB neuron act	FLuc inhib CS	Redox H2O2 prof	STAT1 act
13	4	1.1	-10	-2.0	97
14	12	1.1	-4	1.8	96
15	-11	1	0	-0.4	90
16	5	0.92	-6	0.1	100
17	-12	0.97	-3	0.0	96
18	17	1.5	-5	0.8	95
19	-10	0.97	-12	-4.0	101
20	11	1.3	-1	-1.1	99
21	25	1.2	3	0.9	118
22	-16	1.3	-9	1.9	113
23	-2	1.1	-3	-0.5	108
24	17	0.98	-4	0.6	103

item	canonical_smiles	G6PDH counter	FLuc stim CS	APP 5UTR inh	HMGR II inh	Hsp70 act
25	Cc1cccc(NC(=S)NC2CCCC2)c1	12	1	/	2	-0.5
26	Cc1c(NC(=S)Nc2cccc(Cl)c2)c(=O)n(-c2ccccc2)n1C	3	1	3	-1	-0.3
27	COc1ccc(NS(=O)(=O)c2cccc(C(=O)NNC(=O)c3cc(C)oc3C)c2)cc1	16	1	-13	-2	0.0
28	O=C(C1=C[C@H](c2ccc3c(c2)OCO3)C[C@H](OCc2ccc(CO)cc2)O1)N1CCOCC1	21	1.1	2	-2	-0.1
29	CC1CCCC/C1=N/Nc1ccc([N+](=O)[O-])cc1[N+](=O)[O-] (configuration not stated)	12	1	13	0	-0.2
30	COc1ccc(-c2cc(-c3cccs3)c(C#N)c(SCC(=O)NCc3ccccc3)n2)cc1	0	1	-6	-5	-0.1
31	COc1ccc(CCN(Cc2cc3cccc(C)c3n3nnnc23)C(=O)c2ccncc2)cc1OC	10	1	8	-6	-0.4
32	CC(/C=N/n1c(-c2ccc(Cl)cc2)n[nH]c1=S)=C\c1ccco1	-25	1.1	-4	-5	-0.2
33	CCN(CC)S(=O)(=O)c1ccc(NC(=S)NC(=O)C(C)C)cc1	16	1	1	4	-0.2
34	CCCCN(C(=O)c1cc(OC)c(OC)c(OC)c1)C1=CC2CCC(C1)N2C (configuration not stated)	2	1.1	9	3	-0.3
35	CCOC(=O)NC(=O)CSc1ccc(C)cc1C	3	1	12	0	-0.1
36	CC(=O)Nc1nonc1NC(=O)CSc1nc2ccccc2o1	7	1.1	-3	-4	0.0

item	APP 5'UTR act	NF-kB neuron act	FLuc inhib CS	Redox H2O2 prof	STAT1 act
25	/	1.1	-3	0.5	99
26	-3	1.1	-4	-0.2	100
27	13	1.1	0	0.2	95
28	-3	0.96	-9	6.4	98
29	-13	1.1	1	-14	92
30	6	1.3	-3	-3.8	106
31	-8	1.3	0	13	100
32	4	0.94	-7	0.6	101
33	-1	0.88	-3	0.2	102
34	-9	1.2	-9	3.4	100
35	-12	1.1	2	-0.4	98
36	3	1.1	-6	0.3	100

item	canonical_smiles	G6PDH counter	FLuc stim CS	APP 5UTR inh	HMGR II inh	Hsp70 act
37	COc1cc([C@H]2c3[nH]c4ccccc4c3C[C@H]3C(=O)N4[C@@H](c5cc(OC)c(OC)c(OC)c5)c5[nH]c6ccccc6c5C[C@H]4C(=O)N23)cc(OC)c1OC	33	1.1	42	-7	-0.5
38	c1coc(-c2nnc(-c3cccs3)o2)c1	-3	1	-49	-5	-0.2
39	O=Cc1c[nH]c2ccc(S(=O)(=O)N3CCOCC3)cc12	4	1.1	-3	2	-0.5
40	CC1=C(C#N)C(C)C2=C(CC(C)(C)CC2=O)N1 (configuration not stated)	3	1	-4	1	0.3
41	CCOC(=O)C1(CCc2ccccc2)CCN(C(=O)CN2CCOC2=O)CC1	13	1	3	0	-0.1
42	COc1ccc2nc(NC(=O)C(NS(=O)(=O)c3cccs3)C(C)C)sc2c1 (configuration not stated)	10	1	0	7	0.0
43	COc1ccc(-c2cc(C(=O)Nc3cc(C)n(Cc4ccc(Cl)cc4)n3)no2)cc1OC	-1	1	6	-4	0.2
44	Cc1ccc(-c2nnn(CC(=O)Nc3ccc4nn(-c5ccccc5)nc4c3)n2)o1	1	1	-10	-1	-0.1
45	O=C(O)Cc1ccc(NC(=O)C2CC=CCC2C(=O)O)cc1 (configuration not stated)	1	1.1	1	-8	0.0
46	C=CCn1c(SCC(=O)Nc2cc(C)ccc2OC)nnc1-c1ccco1	2	1.1	-2	-1	-0.3
47	Cc1ccc(CN2CCN(/N=C/c3ccco3)CC2)c(C)c1	-2	1	-6	-5	0.5
48	Cn1nnnc1SCc1cc(=O)n2ccsc2n1	11	1.1	-6	1	-0.3
49	COc1cccc2[nH]c3c(N4CCN(Cc5ccc6c(c5)OCO6)CC4)ncnc3c12	4	1	4	3	-0.2
50	O=C(COC(=O)CCC(=O)c1cccs1)NCc1ccco1	-11	1	-2	-2	-0.3
51	Cc1cc(C)n(Cc2ccc(C(=O)O)cc2)n1	10	1.1	-1	-6	-0.2

item	APP 5'UTR act	NF-kB neuron act	FLuc inhib CS	Redox H2O2 prof	STAT1 act
37	-42	1.4	-13	1.2	104
38	49	1.7	2	2.0	119
39	3	1.4	-7	-0.1	90
40	4	1.1	-3	-0.9	92
41	-3	1.9	-4	-1.1	97
42	0	1	0	2.6	108
43	-6	0.71	-4	0.5	88
44	9	1.3	-5	-0.2	104
45	-1	1.2	-6	3.2	106
46	2	0.99	-13	0.0	93
47	6	1.6	-2	0.5	103
48	6	0.77	-7	-1.1	103
49	-4	0.51	4	1.6	104
50	2	0.98	-5	3.1	93
51	1	1.1	-6	0.0	105

Structural class, those above with a Cl atom.
item	canonical_smiles	G6PDH counter	FLuc stim CS	APP 5UTR inh	HMGR II inh	Hsp70 act
1	O=C(NC1CCCCC1)C(c1cccnc1)N(C(=O)c1ccc(Cl)nc1)C1CCCCC1 (configuration not stated)	1	0.9	25	1	-0.4
13	O=C(CN1CCN(Cc2ccc3c(c2)OCO3)CC1)Nc1cc(S(=O)(=O)N2CCCC2)ccc1Cl	-2	1.1	-4	-1	-0.1
14	O=C1C=C(Nc2ccc(Cl)cc2)CC(c2ccco2)C1 (configuration not stated)	1	1	-12	-1	0.1
26	Cc1c(NC(=S)Nc2cccc(Cl)c2)c(=O)n(-c2ccccc2)n1C	3	1	3	-1	-0.3
32	CC(/C=N/n1c(-c2ccc(Cl)cc2)n[nH]c1=S)=C\c1ccco1	-25	1.1	-4	-5	-0.2
43	COc1ccc(-c2cc(C(=O)Nc3cc(C)n(Cc4ccc(Cl)cc4)n3)no2)cc1OC	-1	1	6	-4	0.2

item	APP 5'UTR act	NF-kB neuron act	FLuc inhib CS	Redox H2O2 prof	STAT1 act
1	-25	1	7	-1.5	98
13	4	1.1	-10	-2.0	97
14	12	1.1	-4	1.8	96
26	-3	1.1	-4	-0.2	100
32	4	0.94	-7	0.6	101
43	-6	0.71	-4	0.5	88

The order is random, and some 5.3% of all compounds hit somewhere here.
